KRASV12 cytotoxicity = viability loss of HPDE-C7K cells – cell-based, fluorescence, HTS, primary screen (AID 431); hit rate 1.7% among 63,000; cytotoxicity, % at 10 µM; hits with a dose series show EC50 in µM; HPDE-C7K KRASV12 cells, Alamar Blue viability, 48 h; higher % means a stronger effect;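 active means compounds whose percent cytotoxicity in the single-dose primary screen, scaled between solvent and toxic-drug controls, exceeds 50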;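 further: 0% = DMSO solvent wells and 100% = doxorubicin-treated wells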
Spn DPM-DC inh = S. pneumoniae DPM-DC inhibition; AID 556; hit rate 0.49% among 65,000; calls only at 10 µM; purified DPM-DC, PK/LDH coupled NADH fluorescence;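 active means the 320 compounds with the highest percent inhibition in the single-dose primary screen, excluding strongly autofluorescent ones, cut at about 32% in these data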;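 further: kinetic rate of NADH fluorescence loss reporting ADP formed by the decarboxylase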
LYP inhibition = LYP phosphatase inhibitors, primary screen, biochemical, DiFMUP fluorescence, recombinant catalytic domain, 10 µM (AID 606) | recombinant LYP catalytic domain, DiFMUP fluorescence; higher % means a stronger effect | one-dose inhibition, % at 10 µM; IC50 in µM for titrated hits | 52,000 tested, under 10 active;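 active means IC50 under 40 µM in the dose-response test; inactive means IC50 of 40 µM or more, or never dose-tested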
PMK inhibit = S. pneumoniae PMK inhibition | purified PMK, PK/LDH-coupled NADH absorbance 340 nm | inhibition, % at 10 µM | hit rate 0.49% among 65,000 | AID 539;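 active means top-ranked compounds by inhibition in the single 10 µM screen, taking a fixed number of the strongest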;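 further: 0% = full reaction with DMSO carrier and 100% = background rate without enzyme reaction; no value below 0 was filed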
HPDE-C7 cytotoxicity = cytotoxicity in HPDE-C7 cells, cell-based, fluorescence, HTS (AID 430) | HPDE-C7 pancreatic duct cells viability, fluorescence; higher % means a stronger effect | cytotoxicity, % at 10 µM, or EC50 in µM where a hit was titrated | hit rate 1.8% among 63,000;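 further: cells exposed to compound for 48 hours before viability readout; 0% = vehicle and 100% = reference cytotoxic drug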
HT1080 viability = HT1080 cell viability loss – fluorescence readout (AID 620). HT1080 viability, fluorescence; higher % means a stronger effect. hit rate 0.42% among 87,000. cytotoxicity, % at 10 µM, or EC50 in µM where a hit was titrated;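 further: cells exposed to compound overnight then 4 h with Alamar Blue; 0% = vehicle DMSO and 100% = killing control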
TNAP inhibition = inhibition of tissue-nonspecific alkaline phosphatase – biochemical, luminescent (AID 518). inhibition, % at 20 µM; hits with a dose series show IC50 in µM. hit rate 0.09% among 64,000. purified TNAP enzyme, luminescent substrate readout; higher % means a stronger effect; in the data active means a potency from the dose series; inactive means the rest, 99 in 100 with inhibition below about 22%;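 further: plate controls were vehicle for no effect and reference inhibitor for full effect; many of its hits are not listed in these tables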
Bfl-1 inhibitors = Bfl-1 inhibitors, primary screen, biochemical, fluorescence polarization, FITC-Bid, mouse (AID 432); displacement, % at 20 µM; hits with a dose series show IC50 in µM; hit rate 0.02% among 64,000; FITC-Bid BH3 peptide fluorescence polarization displacement; higher % means a stronger effect; in the data active means a potency from the dose series; inactive means the rest, 99 in 100 with displacement below about 15%; further: strong numbers were not always called active
Spn MK inh = inhibitors of Streptococcus pneumoniae mevalonate kinase. purified MK, PK/LDH-coupled NADH absorbance 340 nm. inhibition, % at 10 µM. hit rate 0.48% among 65,000. AID 555;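 active means ranked among the strongest by inhibition in the single 10 µM screen, a fixed top-ranked set picked for dose follow-up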; further: no value below 0 was filed
PMK inhibit pilot replicates = recorded beside PMK inhibit, whose call it bears; inhibition, %; measured here: pilot screen replicates
Spn MK inh pilot replicates = further read-out of Spn MK inh, marked with its call; inhibition, %; measured here: pilot screen replicates
Spn DPM-DC inh pilot screen % = recorded beside Spn DPM-DC inh, whose call it bears; inhibition, %; measured here: pilot screen trials
An asterisk follows results filed as active; i = inactive; / = no result given; + = active, no number. Unless noted, no stated cut-off is given here; in the data, active means cytotoxicity above about 50%; inactive means the rest.

Start of the listing, in advance (15 entries):
SMILES	KRASV12 cytotoxicity	Spn DPM-DC inh	LYP inhibition	PMK inhibit	HPDE-C7 cytotoxicity	HT1080 viability	TNAP inhibition	Bfl-1 inhibitors	Spn MK inh	others
COc1cc(C2NC(=O)NC(O)(C(F)(F)F)C2C(C)=O)cc(OC)c1OC (stereo not given)	-7%	i	/	19	4%	-5%	7%	-3%	0
O=C(NCCc1ccncc1)Nc1ccccc1Cl	4%	i	-4%	12	1%	0%	2%	4%	10
COc1ccccc1CNc1ncnc2nc[nH]c12	4%	+	10%	6	2%	2%	-16%	-2%	12
O=C(NCc1cccnc1)c1cc(S(=O)(=O)N2CCCCC2)ccc1Cl	-16%	i	/	4	-9%	8%	7%	-8%	9
CC1CCN(c2nc3ccccc3nc2C(C#N)C(=O)NC2CCCCC2)CC1 (stereo not given)	-6%	i	/	0	1%	-8%	10%	-6%	6
CCOc1nc(C)ccc1-c1noc(C)n1	-42%	i	2%	12	-36%	-4%	13%	-2%	2
COC(=O)c1cc(=O)n(Cc2ccc3c(c2)OCO3)c(=Nc2ccccc2)s1	40%	i	-16%	0	35%	0%	17%	2%	1	PMK inhibit pilot replicates=4.5;Spn MK inh pilot replicates=0.0;Spn DPM-DC inh pilot screen %=1.5
CC1CCCCN1C(=O)CSc1nnc(-c2cccnc2)n1C1CCCCC1 (stereo not given)	-18%	i	9%	0	-10%	2%	6%	-5%	14
NC(=O)c1ccc(NS(=O)(=O)c2ccccc2F)cc1	-4%	i	15%	11	-2%	-1%	3%	6%	4
Cn1nc(C(=O)N2CCOCC2)c2ccccc2c1=O	5%	i	10%	7	7%	3%	3%	-4%	0	PMK inhibit pilot replicates=2.5;Spn MK inh pilot replicates=3.5;Spn DPM-DC inh pilot screen %=0.0
CCOC(=O)CSc1nnc(Cn2nnc(-c3ccccc3)n2)n1CC	-8%	i	/	3	-6%	-4%	6%	4%	8	PMK inhibit pilot replicates=0.5;Spn MK inh pilot replicates=0.0;Spn DPM-DC inh pilot screen %=1.5
Cc1ccc(-n2ncc3c2ncn2nc(-c4ccco4)nc32)c(C)c1	7%	i	14%	6	-2%	4%	11%	2%	2
C=CCn1c(SCc2ccc(OC)cc2)nnc1-c1cccnc1	14%	i	6%	15	-2%	3%	4%	-3%	6
CC1(C)C(c2ccccn2)=[N+]([O-])C(C)(C)N1O	4%	i	10%	6	-4%	5%	6%	0%	7
CCn1cc(C(=O)NCc2ccco2)c(=O)c2cc(S(=O)(=O)N3CCc4ccccc4C3)ccc21	12%	i	0%	9	24%	12%	27%	5%	9

All compounds of this part, repeating the preview:
SMILES	KRASV12 cytotoxicity	Spn DPM-DC inh	LYP inhibition	PMK inhibit	HPDE-C7 cytotoxicity	HT1080 viability	TNAP inhibition	Bfl-1 inhibitors	Spn MK inh	others
COc1cc(C2NC(=O)NC(O)(C(F)(F)F)C2C(C)=O)cc(OC)c1OC (stereo not given)	-7%	i	/	19	4%	-5%	7%	-3%	0
O=C(NCCc1ccncc1)Nc1ccccc1Cl	4%	i	-4%	12	1%	0%	2%	4%	10
COc1ccccc1CNc1ncnc2nc[nH]c12	4%	+	10%	6	2%	2%	-16%	-2%	12
O=C(NCc1cccnc1)c1cc(S(=O)(=O)N2CCCCC2)ccc1Cl	-16%	i	/	4	-9%	8%	7%	-8%	9
CC1CCN(c2nc3ccccc3nc2C(C#N)C(=O)NC2CCCCC2)CC1 (stereo not given)	-6%	i	/	0	1%	-8%	10%	-6%	6
CCOc1nc(C)ccc1-c1noc(C)n1	-42%	i	2%	12	-36%	-4%	13%	-2%	2
COC(=O)c1cc(=O)n(Cc2ccc3c(c2)OCO3)c(=Nc2ccccc2)s1	40%	i	-16%	0	35%	0%	17%	2%	1	PMK inhibit pilot replicates=4.5;Spn MK inh pilot replicates=0.0;Spn DPM-DC inh pilot screen %=1.5
CC1CCCCN1C(=O)CSc1nnc(-c2cccnc2)n1C1CCCCC1 (stereo not given)	-18%	i	9%	0	-10%	2%	6%	-5%	14
NC(=O)c1ccc(NS(=O)(=O)c2ccccc2F)cc1	-4%	i	15%	11	-2%	-1%	3%	6%	4
Cn1nc(C(=O)N2CCOCC2)c2ccccc2c1=O	5%	i	10%	7	7%	3%	3%	-4%	0	PMK inhibit pilot replicates=2.5;Spn MK inh pilot replicates=3.5;Spn DPM-DC inh pilot screen %=0.0
CCOC(=O)CSc1nnc(Cn2nnc(-c3ccccc3)n2)n1CC	-8%	i	/	3	-6%	-4%	6%	4%	8	PMK inhibit pilot replicates=0.5;Spn MK inh pilot replicates=0.0;Spn DPM-DC inh pilot screen %=1.5
Cc1ccc(-n2ncc3c2ncn2nc(-c4ccco4)nc32)c(C)c1	7%	i	14%	6	-2%	4%	11%	2%	2
C=CCn1c(SCc2ccc(OC)cc2)nnc1-c1cccnc1	14%	i	6%	15	-2%	3%	4%	-3%	6
CC1(C)C(c2ccccn2)=[N+]([O-])C(C)(C)N1O	4%	i	10%	6	-4%	5%	6%	0%	7
CCn1cc(C(=O)NCc2ccco2)c(=O)c2cc(S(=O)(=O)N3CCc4ccccc4C3)ccc21	12%	i	0%	9	24%	12%	27%	5%	9
Cc1cnn(C(=O)c2ccccc2Br)c1	11%	i	/	3	6%	-1%	2%	-5%	5
COc1ccc(S(=O)(=O)N2CCCC(C(=O)N3CCN(C)CC3)C2)cc1C (stereo not given)	-1%	i	14%	10	0%	10%	1%	2%	9
COc1ccc(OC)c(C(C)NC=O)c1 (stereo not given)	2%	i	/	5	0%	-1%	11%	-8%	6	PMK inhibit pilot replicates=2.5;Spn MK inh pilot replicates=2.5;Spn DPM-DC inh pilot screen %=6.5
O=C(Nc1ccccc1C(F)(F)F)c1cc(-c2ccccc2O)on1	-7%	i	/	11	-10%	-8%	7%	-3%	5
CN1CCN(CC(=O)n2c3c(c4ccccc42)CCCC3)CC1	21%	i	11%	17	9%	-6%	5%	-3%	2
Cc1nnc(SCC(=O)Nc2ccc(Oc3ccccc3)cc2)n1N	13%	i	16%	14	5%	4%	7%	0%	8
COc1ccccc1NC(=O)C(Cc1ccc(Cl)cc1)c1nn[nH]n1 (stereo not given)	6%	i	9%	7	0%	-7%	2%	0%	10
CCN(CC)CCCC1(CN)OCCc2ccccc21 (stereo not given)	10%	i	3%	4	-7%	6%	8%	3%	0	PMK inhibit pilot replicates=3.0;Spn MK inh pilot replicates=0.0;Spn DPM-DC inh pilot screen %=0.0
COn1c(SCC(=O)N(C)C)nc2ccccc2c1=O	-18%	i	-6%	15	-15%	3%	-6%	13%	7
CC(=O)c1ccc(N2CCN(C(=O)C3(S(=O)(=O)c4ccc(Cl)cc4)CC3)CC2)cc1	-4%	i	13%	15	2%	1%	12%	-8%	1

Structural class: the compounds so far containing a CF3 group.
SMILES	KRASV12 cytotoxicity	Spn DPM-DC inh	LYP inhibition	PMK inhibit	HPDE-C7 cytotoxicity	HT1080 viability	TNAP inhibition	Bfl-1 inhibitors	Spn MK inh	others
COc1cc(C2NC(=O)NC(O)(C(F)(F)F)C2C(C)=O)cc(OC)c1OC (stereo not given)	-7%	i	/	19	4%	-5%	7%	-3%	0
O=C(Nc1ccccc1C(F)(F)F)c1cc(-c2ccccc2O)on1	-7%	i	/	11	-10%	-8%	7%	-3%	5

Carrying on.
SMILES	KRASV12 cytotoxicity	Spn DPM-DC inh	LYP inhibition	PMK inhibit	HPDE-C7 cytotoxicity	HT1080 viability	TNAP inhibition	Bfl-1 inhibitors	Spn MK inh	others
CC(NC(=O)c1ccco1)C(=O)OCc1cccc(Cl)c1 (stereo not given)	-9%	i	12%	12	-13%	13%	0%	8%	0
COC(=O)c1c(NC(=O)CSc2nnnn2-c2ccc3c(c2)OCO3)sc(C)c1C	4%	i	11%	4	9%	6%	13%	4%	/
CC(=O)Nc1cc(NC(=O)CCCC(=O)O)ccc1Cl	-2%	i	9%	0	-3%	-4%	-6%	-3%	0
O=C(O)C1CCCCC1C(=O)NCCc1c[nH]c2ccccc12 (stereo not given)	-5%	i	14%	14	-1%	1%	11%	-1%	7
CCC(=O)N(Cc1cc2cc(OC)ccc2[nH]c1=O)c1ccccc1C	5%	i	-1%	12	-2%	1%	14%	3%	4
COCCN1Cc2cccc(C(=O)Nc3cccc(C)c3C)c2C1=O	-6%	i	5%	14	-10%	30%	8%	-10%	0
CC(C)(C)c1nnc2sc(SCC(=O)c3ccccc3)nn2c1=O	7%	i	4%	1	4%	-4%	15%	0%	3
Cc1ccc(S(=O)(=O)Nc2ccc3c(c2)ncn3C(C)(C)C)cc1	0%	i	9%	0	1%	6%	-2%	-1%	0
CCOC(=O)c1c(NC(=O)CSc2nnc(CNC(=O)c3ccco3)n2C)sc2c1CCC2	-16%	i	/	18	-17%	-5%	-2%	1%	4
CCn1c(COc2ccccc2)nnc1SCC(=O)CC(=O)Nc1ccccc1OC	4%	i	/	0	10%	-10%	8%	-4%	5
CCn1cc(C(=O)N2CCN(C3CCCCC3)CC2)c2cc(OC)c(OC)cc2c1=O	7%	i	2%	9	5%	2%	9%	-5%	0
COc1cccc(-c2cc(C(=O)N3CCCc4ccccc43)no2)c1	-8%	i	13%	6	-20%	-10%	12%	2%	0	PMK inhibit pilot replicates=0.0;Spn MK inh pilot replicates=0.0;Spn DPM-DC inh pilot screen %=0.0
CCCCN1CC(C(=O)NC2CCCCC2)CC1=O (stereo not given)	-4%	i	/	19	-9%	24%	4%	-1%	2
O=C(O)C1C2C=CC3(CN(Cc4ccncc4)C(=O)C13)O2 (stereo not given)	-3%	i	/	2	-13%	2%	4%	-2%	11
Cn1c(=O)c2c(nc(N3CCCCCC3)n2Cc2cccc3ccccc23)n(C)c1=O	5%	i	3%	0	-14%	-4%	3%	-2%	13
COc1ccccc1N1CCN(C(=O)c2ccc(S(=O)(=O)N3CCCC3)cc2)CC1	17%	i	6%	5	14%	3%	15%	-5%	6
COc1ccc(S(=O)(=O)N2CCN(S(=O)(=O)c3ccc4c(c3)OCCO4)CC2)cc1	-14%	i	/	11	-11%	2%	2%	0%	3
Cn1cccc1P(=O)(c1cccn1C)c1cccn1C	-7%	i	-3%	0	6%	1%	-4%	-8%	1
Cc1cc(C)n(-c2nc(NC(C)(C)C)nc(NC(C)(C)C)n2)n1	4%	i	8%	6	-2%	-15%	-4%	3%	2
Cn1c(=O)c2c(nc(N3CCOCC3)n2CC(=O)c2ccccc2)n(C)c1=O	-7%	i	9%	13	-2%	-7%	11%	-5%	12
